# Source: PubChem
# PfHsp40 rescue: compounds rescuing yeast from Plasmodium falciparum HSP40 toxicity; S. cerevisiae expressing PfHsp40, growth rescue, ATP luminescence; growth rescue, % at 12.5 µM; 340,000 tested, 0.68% active; in the data active means growth rescue above about 28%, passing the limit was not always enough; inconclusive means no clear call, values can overlap the other calls;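 further: yeast W303a lacking pdr1 and pdr3 grown in galactose medium; growth measured after three days at 30 °C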
# Anthrax LF inh2: inhibitors of Bacillus anthracis lethal factor protease. P15917. multiplex microsphere protease cleavage assay, LF. inhibition, % at 10 µM. 360,000 tested, 0.12% active; further: plate controls were buffer without enzyme for full effect and enzyme alone for no effect
# Target sequence (P15917 whole entry, looked up): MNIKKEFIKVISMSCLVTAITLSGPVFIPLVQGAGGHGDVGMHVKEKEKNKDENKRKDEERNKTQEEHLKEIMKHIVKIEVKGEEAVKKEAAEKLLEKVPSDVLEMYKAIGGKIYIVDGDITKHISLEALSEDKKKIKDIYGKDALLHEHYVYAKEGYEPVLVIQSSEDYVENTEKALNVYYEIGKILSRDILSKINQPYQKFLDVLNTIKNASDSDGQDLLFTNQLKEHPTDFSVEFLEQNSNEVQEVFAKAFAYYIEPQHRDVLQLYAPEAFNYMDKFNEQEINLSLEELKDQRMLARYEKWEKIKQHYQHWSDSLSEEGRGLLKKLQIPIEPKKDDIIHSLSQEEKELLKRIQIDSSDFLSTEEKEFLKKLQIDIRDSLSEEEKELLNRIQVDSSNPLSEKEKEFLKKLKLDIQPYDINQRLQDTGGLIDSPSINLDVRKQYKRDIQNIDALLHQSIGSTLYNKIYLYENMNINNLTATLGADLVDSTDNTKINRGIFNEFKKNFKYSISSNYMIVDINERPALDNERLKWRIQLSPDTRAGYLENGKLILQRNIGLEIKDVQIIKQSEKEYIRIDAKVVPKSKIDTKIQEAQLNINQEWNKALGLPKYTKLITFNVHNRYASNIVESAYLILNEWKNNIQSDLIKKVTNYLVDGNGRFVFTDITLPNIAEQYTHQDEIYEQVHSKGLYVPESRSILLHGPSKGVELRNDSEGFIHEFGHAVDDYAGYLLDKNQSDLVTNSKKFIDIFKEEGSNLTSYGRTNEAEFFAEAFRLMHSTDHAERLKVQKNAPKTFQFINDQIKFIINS
# BoNT-A LC inh2: inhibitors of Botulinum neurotoxin A light chain protease; multiplex microsphere protease substrate cleavage, flow cytometry; inhibition, % at 10 µM; 360,000 tested, 0.17% active; further: plate controls were buffer without enzyme for full effect and enzyme alone for no effect
# BH1578 lux ind: inducers of Vibrio cholerae quorum light production without autoinducers; activation, % at 18.7 µM; 350,000 tested, 0.16% active; V. cholerae BH1578 lux reporter, luminescence, 6 h; in the data active means activation mostly above about 9.7%, no sharp cut-off; inconclusive means no clear call, values can overlap the other calls; inactive means mostly below about 3.7%; further: not every result past the cut was called active; inactives centre near 0; reference of the scale not given here
# TcdB inh: inhibitors of Clostridioides difficile toxin B glycohydrolase; P18177; TcdB glycohydrolase enzymatic assay, plate reader; inhibition, % at 9.99 µM; 350,000 tested, 0.24% active; AID 652162; in the data active means inhibition above about 10%
# 3CLpro inhibitor: SARS-CoV 3CLpro protease inhibition; recombinant SARS-CoV 3CLpro, quenched FRET peptide cleavage; inhibition, % at 6 µM; 290,000 tested, 0.14% active; P0C6X7; in the data active means inhibition above about 12%
# Yp Topo-I inh: inhibitors of Yersinia pestis topoisomerase I | AID 504884 | activity, % at 10 µM | 360,000 tested, 0.064% active | Y. pestis Topo-I cleavage product accumulation, plate reader; in the data active means activity above about 50%, passing the limit was not always enough; inconclusive means no clear call, values can overlap the other calls; further: inactives centre near 2
# PriA SSB inh: inhibitors of Klebsiella pneumoniae PriA binding to SSB C-terminal tail | AlphaScreen SSBct-PriA binding, biotinylated peptide | inhibition, % at 33 µM | 430,000 tested, 0.6% active; in the data active means inhibition mostly above about 37%, no sharp cut-off; inactive means mostly below about 20%;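 further: plate controls were negative control peptide for no effect and reference peptide for full effect; strong numbers were not always called active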
# PrPC TRFRET: cell surface PrPC inhibition, primary TR-FRET screen. P04156. TR-FRET read-out. inhibition, % at 13.8 µM. 370,000 tested, 0.43% active. AID 720596; in the data active means inhibition above about 24%; further: 0% = median of the test wells and 100% = reference compound wells
# Numbers without * were called inactive; i = inactive; u = inconclusive; x = no result given; & = joins results of further samples. Unless noted, no stated cut-off is given here; in the data, active means inhibition above about 30%; inconclusive means no clear call, values can overlap the other calls; inactive means below that. Not all compounds are listed; rates above refer to the full screens.
structure,PfHsp40 rescue,Anthrax LF inh2,BoNT-A LC inh2,BH1578 lux ind,TcdB inh,3CLpro inhibitor,Yp Topo-I inh,PriA SSB inh,PrPC TRFRET
CCc1cccc(NS(=O)(=O)c2ccc(-n3cccn3)cc2)c1,-0.1,-2,1.8,3.1,0.8,6,10,-20,7
O=C(CC12CC3CC(CC(C3)C1)C2)N1CCCOC1,-0.9,-10,-0.4,-0.5,x,1,-3,-18,-4
O=C(c1ccc(C(F)(F)F)cc1)C1CCCN(C2CCSCC2)C1 (stereo not drawn),3.2,-1,0.1,-0.4,1.0,7,4,-13,5
CC(C)(C)OC(=O)C[C@@H]1C/C=C\C[C@@H](CC(=O)NCCO)C(=O)N[C@H](C(C)(C)C)COC1=O,-0.9,-8,-1.1,-0.8,0.1,x,-4,6,4
O=C(Cn1cnc2c(nnn2-c2ccccc2)c1=O)NCc1ccc(F)cc1,-0.8,6,-0.3,-0.2,2.1,1,3,-6,8
COc1ccc(S(=O)(=O)n2c([N+](=O)[O-])cnc2C)cc1OC,-0.8,9,-2.2,0.3,2.5,-2,2,0,2
CC1CCCC(C)N1c1ccc(S(=O)(=O)N2CCOCC2)cc1Cl (stereo not drawn),5.2,0,-5.9,-0.3,0.2,3,19,-20,2
CCN(CC)CCNC(=O)CCn1nc(-c2ccc(Cl)cc2)ccc1=O,-0.8,13,1.7,-1.0,1.1,-6,-1,-4,-12
COC(=O)CNC(=O)c1cc(OC)cc(OC)c1,1.4,-4,-0.8,-0.4,-1.3,-1,-1,2,7
Cc1ccc(S(=O)(=O)N2CCOCC2)cc1NC(=O)COC(=O)Cn1c(C)csc1=O,-0.1,-2,-0.4,i,1.3,x,-2,-2,-1
O=C(CCc1ccccc1)OCCN1CCOCC1,0.0,-1,-0.8,-0.6,x,-2,-3,-21,2
c1cc(CNCCNCc2ccncc2)ccn1,0.6,-2,0.7,i,-0.4,x,-1,-15,-4
O=c1cc(O)c(-c2cccc(C(F)(F)F)c2)c(Cl)[nH]1,0.1,-3,-0.6,-0.3,1.3,6,-12,-10,1
COc1ccc(-c2nnc(SCC(=O)c3ccc(O)cc3O)o2)cc1,-0.5,4,0.0,i,0.6,2,1,-5,-5
COc1ccc(CN2C(=O)c3ccc(C(=O)O)cc3C2=O)cc1,0.9,-1,-1.1,i,-1.6,-1,-5,-6,7
Cc1cc(N)c2cc(NC(=O)/C=C/c3ccccc3Cl)ccc2n1,-0.4,-3,-1.0,i,x,-32,-11,2,x
COC(=O)Nc1ccc(S(=O)(=O)N2CCC(C(=O)N3CCCCC3C)CC2)cc1 (stereo not drawn),-0.3,0,0.6,-0.5,1.9,2,-8,-13,6
Oc1ccc(Br)cc1C=Nc1ccc2c3c(cccc13)CC2,0.1,13,33*,i,2.5,-3,-1,0,4
COc1ccc(/C=C2\Sc3ccc(C(=O)N4CCOCC4)cc3N(C)C2=O)cc1,0.1,1,-0.1,-0.1,-3.4,-5,14,2,-6
CSc1nnc(SCC(=O)NC(=O)c2ccccc2)s1,0.3,-2,-2.8,i,-2.8,x,-5,-3,7
Cc1c(C(=O)c2ccc(N(C)C)cc2)c2ccccn2c1CCC#N,0.6,1,1.0,-0.4,-0.7,1,32,-20,-6
C#Cc1ccc([C@H]2C=C(C(=O)NC3CC3)O[C@@H](OCC)[C@@H]2CCCO)cc1,1.2,7,-0.7,-0.5,1.4,-5,3,-10,0
COc1cc(/C=C/C(=O)O)cc(OC)c1OC,0.3,8,-0.3,-0.4,0.8,-4,10,4,3
O=C(CNC(=O)N1CC(=O)Nc2ccccc21)NCc1cccc(Cl)c1,0.0,-2,-0.3,-0.4,-0.8,0,0,-4,-4
O=C(CSc1nnc(CNC(=O)c2c(F)cccc2Cl)o1)Nc1ccc2c(c1)OCCO2,-0.6,-1,0.4,x,x,5,5,-5,-1
O=C(Nc1cccc(-c2ccc(N3CCOCC3)nn2)c1)c1ccc(Cl)cc1,0.4,-3,-1.9,i,1.6,x,14,0,-4
CCOC(CCn1c(SCC(=O)NC2CCCC2)nc2ccccc2c1=O)OCC,0.6,-2,0.0,-1.3,0.9,-7,3,1,6
Cc1ccc(SCc2ccc(C(=O)Nc3cc([N+](=O)[O-])ccc3C)cc2)cc1,-0.7,-4,0.2,-0.4,x,0,1,-4,6
CC(=O)c1ccc(N2CCN(C(=O)c3cc(S(=O)(=O)N4CCOCC4)ccc3C)CC2)cc1,1.6,-1,-2.4,i,-0.6,x,-4,-10,4
CCOc1cccc2sc(NC(=O)c3ccc(Br)s3)nc12,-0.4,-3,-0.3,-0.3,-0.7,2,-7,-24,-1
COc1cc(NC(=O)C(=O)NCCN(C)C)c(OC)cc1Cl,-1.4,-11,0.0,1.0,1.4,1,6,3,-5
O=C(CCN1C(=O)C2CC=CCC2C1=O)Nc1cccc(S(=O)(=O)N2CCCCC2)c1 (stereo not drawn),0.8,2,0.0,i,-2.5,x,6,-5,8
Cc1ccc2cc3c(N)c(C(=O)Nc4c(C)[nH]c(=O)[nH]c4=O)sc3nc2c1,-1.2,9,9.3,-0.2,x,-4,1,-14,-1
CC1=C(C)C(OCCCl)N(c2cc(O)c(Cl)cc2F)C1=O (stereo not drawn),1.0,x,x,-0.5,1.4,1,-3,-8,4
Clc1ccc(-c2cc(-c3nnc4n3CCCCC4)c3ccccc3n2)cc1,-1.5,-2,0.4,-1.8,x,3,24,-5,-1
Cc1c2cnn(CC(=O)N3CCC4(CC3)OCCO4)c(=O)c2c(C)n1Cc1ccccc1,0.2,0,0.2,i,x,5,7,-12,0
CCOC(=O)C1(C)CCCN(C(=O)c2cc(C)oc2C)C1 (stereo not drawn),x,-6,-0.8,-0.8,-4.6,x,2,x,8
OC(CNCCc1ccc(Cl)cc1Cl)COc1ccccc1 (stereo not drawn),0.6,-11,-1.6,1.5,2.2,-2,11,-13,-8
O=C(COC(=O)c1ccccn1)c1ccc([N+](=O)[O-])cc1,-2.1,-4,-4.6,-0.2,2.0,0,-6,18,-7
CN1C(=O)[C@H]2[C@@H](/C=C/c3ccccc3)N3C(=O)CN(CC4CC4)C(=O)[C@@]3(C)[C@H]2C1=O,-0.6,-3,-0.2,i,0.3,-7,0,-4,-6
O=C1NC(=S)S/C1=C\c1cc2ccccc2nc1N1CCCCC1,7.1,x,x,-1.9,0.2,-1,-9,7,-3
O=C(N=c1ccn(-c2nc3ccccc3nc2NS(=O)(=O)c2ccccc2)cc1)c1ccccc1Cl,0.2,3,1.5,i,0.7,-2,28,-1,-5
N#C/C(=C\c1c(N2CCC(C(N)=O)CC2)nc2ccccn2c1=O)C(=O)NC1CCCCC1,0.2,-1,0.4,0.9,-0.5,-1,-3,6,-6
Nc1cc(Cl)ccc1Oc1ccc2ccccc2c1,8.8,-7,-0.9,-0.3,0.6,2,2,-26,2
O=C(CCNS(=O)(=O)c1ccc(Cl)cc1)N1CCCCCC1,u,3,0.0,1.6,2.5,0,14,-14,8
CN1CCN(S(=O)(=O)c2cccc(C(=O)NCCC3=CCCCC3)c2)CC1,-1.5,u,2.7,-0.2,-0.6,x,8,11,-4
COc1ccc(C(=O)c2ccc(OC)c(Br)c2)cc1Br,1.8,2,0.8,3.5,1.3,-10,-5,4,1
CN1CCc2c(sc3c2C(=O)NC(c2ccc(-c4ccc(Cl)cc4)o2)N3)C1 (stereo not drawn),1.7,-22,7.9,1.1,-0.5,-2,-3,-8,-1

# Compound profiles, as listed above. Screens in order: PfHsp40 rescue	Anthrax LF inh2	BoNT-A LC inh2	BH1578 lux ind	TcdB inh	3CLpro inhibitor	Yp Topo-I inh	PriA SSB inh	PrPC TRFRET
# Listed for CCc1cccc(NS(=O)(=O)c2ccc(-n3cccn3)cc2)c1 : -0.1	-2	1.8	3.1	0.8	6	10	-20	7
# Listed for COc1ccc(CN2C(=O)c3ccc(C(=O)O)cc3C2=O)cc1 : 0.9	-1	-1.1	i	-1.6	-1	-5	-6	7
# Listed for O=C(COC(=O)c1ccccn1)c1ccc([N+](=O)[O-])cc1 : -2.1	-4	-4.6	-0.2	2.0	0	-6	18	-7
# Listed for N#C/C(=C\c1c(N2CCC(C(N)=O)CC2)nc2ccccn2c1=O)C(=O)NC1CCCCC1 : 0.2	-1	0.4	0.9	-0.5	-1	-3	6	-6
# Listed for O=C1NC(=S)S/C1=C\c1cc2ccccc2nc1N1CCCCC1 : 7.1	x	x	-1.9	0.2	-1	-9	7	-3

# New compounds follow.
structure,PfHsp40 rescue,Anthrax LF inh2,BoNT-A LC inh2,BH1578 lux ind,TcdB inh,3CLpro inhibitor,Yp Topo-I inh,PriA SSB inh,PrPC TRFRET
COc1ccc(NC(=O)c2cc(=O)c3ccccc3o2)cn1,-0.6,-5,-0.1,0.1,x,2,-6,-13,-7
Cc1ccc(C)c(Nc2c([N+](=O)[O-])c(=O)oc3ccccc23)c1,1.4,1,-1.7,-0.6,1.5,1,-2,-4,0
O=C(NCCC(=O)N1CCCCCCC1)c1ccc(Cl)cc1,-0.1,-2,-0.7,-5.6,2.1,x,3,3,-8
CCN1CCN(Cc2ccc(NC(=O)c3ccc(C)c(NC(=O)C(=O)c4c[nH]c5ccccc45)c3)cc2C(F)(F)F)CC1,-0.6&-0.7,4&-8&-6,0.0&-0.5&-0.9,-0.1&0.6,2.3&1.5,-10,-3&-16&-11,37,-8&-11
Cc1ccc(-c2csc(C(O)c3ccccc3)n2)cc1C (stereo not drawn),x,8,-0.8,-0.4,0.5,x,12,x,-2
O=C(c1ccc(Oc2ccc([N+](=O)[O-])cc2Cl)cc1)N1CCCC1,-0.2,-1,-0.7,-0.8,1.8,1,7,13,-5
COc1ccc(-n2ncc3c(SCC(=O)N4CCN(c5ccccc5OC)CC4)ncnc32)cc1,0.3,4,-1.7,i,x,-3,24,-8,8
COC(=O)c1nc(N)sc1-c1ccc(Cl)cc1,0.7,0,0.5,-1.1,1.5,-2,-4,-7,-13
NC(=O)C1CCN(C(=O)CC(c2ccccc2)c2ccccc2)CC1,1.7,-1,u,-0.6,0.6,4,-4,-9,3
Cc1c(Cl)cccc1NC(=O)C1CCN(S(C)(=O)=O)CC1,-0.3,4,0.0,-1.0,0.9,1,-1,-6,-1
COc1cc(/C=C/C(=O)c2ccccc2O)cc(OC)c1OC,u,-1,-0.5,1.2,0.2,4,1,-9,-8
CCOC(=O)Cc1csc(NC(=S)NC(=O)c2ccccc2C)n1,1.4,-2,0.3,-1.8,-0.2,3,5,-1&-1,1
CCOC(=O)/C(C#N)=C/C=C1\C=Cc2ccccc2N1CC,u,46*,-0.1,0.1,0.6,1,11,18,-39
Cc1ccc(NC(=O)Cc2nnc(SCC(=O)c3ccc(Br)cc3)n2C)cc1,0.0,-6,0.5,-0.2,x,1,15,-16,1
Cc1nc2nc3c(cn2n1)C(=O)CC(C)(C)C3,-0.5,-8,-0.3,i,x,0,-2,-10,0
